Assay outcomes: PubChem, several laboratories
BCLXL inh: blocks human Bcl-xL binding to Bim BH3 peptide. GST-Bcl-xL / FITC-Bim BH3 peptide fluorescence polarization. inhibition, % at 10.9 µM. 320,000 tested, 0.7% active;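 active means inhibition above the mean of all tested compounds plus 3 SD, cutoff set per campaign, cut at about 30% in these data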;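 further: 0% = DMSO wells and 100% = unlabeled Bim-BH3 peptide competitor; inhibitors lower millipolarization by displacing the labeled peptide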
Target sequence (Q07817 whole entry, looked up): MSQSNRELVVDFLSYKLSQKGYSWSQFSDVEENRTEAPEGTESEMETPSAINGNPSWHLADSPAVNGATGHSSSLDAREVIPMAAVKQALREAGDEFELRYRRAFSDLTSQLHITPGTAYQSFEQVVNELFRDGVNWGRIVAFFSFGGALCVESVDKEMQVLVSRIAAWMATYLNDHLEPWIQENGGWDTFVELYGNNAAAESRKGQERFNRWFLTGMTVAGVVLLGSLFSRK
CIT2-GFP yeast: yeast TOR pathway CIT2-GFP modulation | S. cerevisiae CIT2-GFP strain, flow cytometry, 3 h; 100 means same as DMSO wells | GFP response vs DMSO, % at 10 µM | 320,000 tested, 0.065% active | AID 2029;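 active means GFP response relative to DMSO above a set limit, near the screen mean plus 3 SD, cut at about 150% in these data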;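 further: ratio of well median GFP fluorescence to mean of DMSO wells on the plate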
Yeast superoxide: yeast age-related superoxide inhibition as caloric restriction mimetic | superoxide response (% of plate mean), % at 10 µM | 330,000 tested, 0.18% active | S. cerevisiae aged cells, superoxide DHE fluorescence; hits give low values;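 active means superoxide response under a set limit, about three screen SD below normal, cut at about 65% in these data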;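 further: yeast aged for seven days with compound at 30 °C before DHE staining; 100% = average MFI of all compound-treated wells on the plate with controls excluded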
MEX-5 binding: C. elegans MEX-5 TCR-2 RNA binding activity; Q9XUB2; MEX-5/FITC-TCR2 RNA binding, fluorescence polarization; hits give low values; activity score (negative = inhibition of binding), % at 10 µM; 300,000 tested, 0.38% active; AID 1832;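 active means inhibition past about -25% in most replicates, and total fluorescence under double the plate's negative control median, limit read from the data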;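 further: 0% = DMSO and -100% = 5 µM competing unlabeled TCR2 RNA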
AGP1 TOR yeast: modulators of TOR pathway AGP1-GFP in S. cerevisiae; GFP response vs DMSO, % at 10 µM; S. cerevisiae AGP1-GFP multiplex flow cytometry, 3 h; GFP as percent of DMSO wells; 320,000 tested, 0.02% active;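 active means GFP response relative to DMSO above a set limit, near screen average plus 3 SD, cut at about 150% in these data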;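 further: median GFP channel fluorescence of the gated AGP1 strain per well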
GRK2 inh: human GRK2 inhibition via aptamer displacement. P25098. bead flow cytometry, FAM-aptamer displacement from GRK2. inhibition of aptamer binding, % at 10 µM. 330,000 tested, 0.59% active. AID 488847;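 active means inhibition of aptamer binding above 40%, roughly 3 SD of noise, on plates passing a quality check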;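 further: median bead fluorescence of bound FAM aptamer so fluorescent compounds give negative values; no value below 0 was filed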
VLA-4 inh: inhibition in a human VLA-4 binding assay; inhibition, % (about 7 µM as worked out from the volumes in the protocol); VLA-4 expressing cells, ligand binding flow cytometry; 330,000 tested, 0.2% active; AID 2557; P13612; in the data active means inhibition above about 50%
GLD-1 TGE inh: GLD-1-TGE RNA interaction inhibition (C. elegans) | Q17339 | 320,000 tested, 0.44% active | purified GLD-1 + fluorescein TGE RNA, fluorescence polarization | inhibition, % at 5.96 µM;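 active means percent inhibition above a per-plate cutoff, the plate mean of test compounds plus 3 SD, cut at about 30% in these data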;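 further: 0% = DMSO wells with GLD-1 and probe and 100% = wells lacking GLD-1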
Target sequence (Q17339 whole entry, looked up): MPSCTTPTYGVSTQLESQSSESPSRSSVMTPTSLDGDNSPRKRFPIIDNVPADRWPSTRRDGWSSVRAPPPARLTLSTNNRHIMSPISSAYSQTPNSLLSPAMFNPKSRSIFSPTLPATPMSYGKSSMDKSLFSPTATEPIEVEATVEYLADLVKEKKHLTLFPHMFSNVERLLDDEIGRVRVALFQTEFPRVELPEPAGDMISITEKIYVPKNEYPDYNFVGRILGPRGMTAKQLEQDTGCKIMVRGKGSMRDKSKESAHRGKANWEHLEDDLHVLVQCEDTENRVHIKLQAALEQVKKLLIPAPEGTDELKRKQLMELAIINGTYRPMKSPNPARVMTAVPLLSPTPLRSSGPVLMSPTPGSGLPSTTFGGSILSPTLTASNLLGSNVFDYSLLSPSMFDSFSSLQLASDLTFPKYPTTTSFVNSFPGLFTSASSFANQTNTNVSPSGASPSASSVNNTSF
MCL1 BIM primary: disrupts human MCL1 binding to BIM-BH3 peptide | Q07820 | GST-MCL1 / FITC-Bim-BH3 fluorescence polarization | inhibition, % at 10.9 µM | 320,000 tested, 0.68% active;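 active means inhibition above the mean inhibition of all tested compounds plus 3 SD, set per campaign, cut at about 40% in these data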;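 further: 0% = DMSO wells and 100% = unlabeled Bim-BH3 peptide control; higher means more loss of mP so more displacement of Bim peptide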
Numbers without * were called inactive.

What do the screens show for `CC1(C)CC(=O)C(C=NCCc2ccc(O)cc2)=C(O)C1`?
BCLXL inh: 1; CIT2-GFP yeast: 99; Yeast superoxide: 85; MEX-5 binding: -2.4; AGP1 TOR yeast: 96; GRK2 inh: 0; VLA-4 inh: 14; GLD-1 TGE inh: 7; MCL1 BIM primary: 3

Results for CN(C)CCn1c(=O)n(-c2cccc(Cl)c2)c(=O)c2c3c(sc21)CCCCC3 ?
BCLXL inh: 6; CIT2-GFP yeast: 102; Yeast superoxide: 89; MEX-5 binding: -0.1; AGP1 TOR yeast: 104; GRK2 inh: 1; VLA-4 inh: 5; GLD-1 TGE inh: 0; MCL1 BIM primary: 8

How did CC(=O)C1CCC2C3CCC4=CC(=O)CC[C@]4(C)[C@@]3(F)C(O)C[C@]12C (some centres undefined) do in these assays?
BCLXL inh: -1; CIT2-GFP yeast: 94; Yeast superoxide: 92; MEX-5 binding: -1.0; AGP1 TOR yeast: 93; GRK2 inh: 0; VLA-4 inh: 1; GLD-1 TGE inh: 1; MCL1 BIM primary: 5

What do the screens show for `CCn1nnc(NC(=O)c2cccc(-c3cc4ccccc4oc3=O)c2)n1`?
BCLXL inh: 6; CIT2-GFP yeast: 101; Yeast superoxide: 81; MEX-5 binding: 1.4; AGP1 TOR yeast: 101; GRK2 inh: 0; VLA-4 inh: 0; GLD-1 TGE inh: 3; MCL1 BIM primary: 4

Results for O=S(=O)(NC1CC(NS(=O)(=O)OCC(Cl)(Cl)Cl)C2CCCCC12)OCC(Cl)(Cl)Cl (centres undefined) ?
BCLXL inh: 4; CIT2-GFP yeast: 72; Yeast superoxide: 94; MEX-5 binding: -3.6; AGP1 TOR yeast: 81; GRK2 inh: 74*; VLA-4 inh: -11; GLD-1 TGE inh: -6; MCL1 BIM primary: 7

Results for Nc1nonc1-n1nnc(C(=O)N/N=C/c2ccoc2)c1-c1ccccc1 ?
BCLXL inh: 2; CIT2-GFP yeast: 99; Yeast superoxide: 81; MEX-5 binding: -0.3; AGP1 TOR yeast: 78; GRK2 inh: 0; VLA-4 inh: -8; GLD-1 TGE inh: -1; MCL1 BIM primary: 5

What do the screens show for `Cc1ccnc(NS(=O)(=O)c2cccc([N+](=O)[O-])c2)c1`?
BCLXL inh: 3; CIT2-GFP yeast: 93; Yeast superoxide: 120; MEX-5 binding: 2.5; AGP1 TOR yeast: 100; GRK2 inh: 0; VLA-4 inh: 6; GLD-1 TGE inh: -3; MCL1 BIM primary: 2

What do the screens show for `COCCCn1c(SCC(=O)c2ccccc2)nc2ccccc2c1=O`?
BCLXL inh: 4; CIT2-GFP yeast: 79; Yeast superoxide: 93; MEX-5 binding: -1.1; AGP1 TOR yeast: 83; GRK2 inh: 4; VLA-4 inh: -2; GLD-1 TGE inh: 3; MCL1 BIM primary: 1

What do the screens show for `N#CC1=C(SCc2ccccc2)NC(=O)CC1c1cccc(O)c1` (centres undefined)?
BCLXL inh: 2; CIT2-GFP yeast: 78; Yeast superoxide: 102; MEX-5 binding: -2.1; AGP1 TOR yeast: 82; GRK2 inh: 0; VLA-4 inh: 29; GLD-1 TGE inh: 4; MCL1 BIM primary: -1

What do the screens show for `O=C(O)c1ccc(N2C(=O)C3C4c5ccccc5C(Br)(c5ccccc54)C3C2=O)cc1` (centres undefined)?
BCLXL inh: 4; CIT2-GFP yeast: 87; Yeast superoxide: 78; MEX-5 binding: -2.4; AGP1 TOR yeast: 97; GRK2 inh: 0; VLA-4 inh: 11; GLD-1 TGE inh: -4; MCL1 BIM primary: -1

What do the screens show for `CC(=S)/C=C1\Sc2ccccc2N1C`?
BCLXL inh: 15; CIT2-GFP yeast: 110; Yeast superoxide: 90; MEX-5 binding: 5.7; AGP1 TOR yeast: 112; GRK2 inh: 0; VLA-4 inh: -320; GLD-1 TGE inh: -5; MCL1 BIM primary: 17

What do the screens show for `COc1ccc(C(CNc2ncnc3sc(C)c(C)c23)N(C)C)cc1` (centres undefined)?
BCLXL inh: 3; CIT2-GFP yeast: 87; Yeast superoxide: 86; MEX-5 binding: -3.0; AGP1 TOR yeast: 75; GRK2 inh: 0; VLA-4 inh: -5; GLD-1 TGE inh: -3; MCL1 BIM primary: 4

How did Cc1nnc(NC(=O)c2cccc(S(=O)(=O)N3CCOCC3)c2)s1 do in these assays?
BCLXL inh: 0; CIT2-GFP yeast: 97; Yeast superoxide: 96; MEX-5 binding: -2.9; AGP1 TOR yeast: 98; GRK2 inh: 0; VLA-4 inh: -1; GLD-1 TGE inh: -5; MCL1 BIM primary: -4

How did CN(Cc1ccccc1)C(=O)Cn1c(=O)c2cccn2c2cccnc21 do in these assays?
BCLXL inh: 4; CIT2-GFP yeast: 98; Yeast superoxide: 125; AGP1 TOR yeast: 102; GRK2 inh: 3; VLA-4 inh: 2; GLD-1 TGE inh: 2; MCL1 BIM primary: 18

Results for Cn1cccc1/C=C1\SC(=O)N(c2ccccc2)C1=O ?
BCLXL inh: -20; CIT2-GFP yeast: 95; Yeast superoxide: 92; MEX-5 binding: -5.1; AGP1 TOR yeast: 95; GRK2 inh: 0; VLA-4 inh: 0; GLD-1 TGE inh: -19; MCL1 BIM primary: -43

Results for COc1cc(NC(=O)Cn2nnc(-c3ccncc3)n2)cc(OC)c1 ?
BCLXL inh: 1; CIT2-GFP yeast: 112; Yeast superoxide: 99; MEX-5 binding: -0.5; AGP1 TOR yeast: 112; GRK2 inh: 1; VLA-4 inh: 2; GLD-1 TGE inh: -1; MCL1 BIM primary: 9

How did COc1ccc(NC(=S)NN2CCN(C)CC2)cc1OC do in these assays?
BCLXL inh: 4; CIT2-GFP yeast: 93; Yeast superoxide: 98; MEX-5 binding: 3.2; AGP1 TOR yeast: 99; GRK2 inh: 5; VLA-4 inh: -9; GLD-1 TGE inh: -4; MCL1 BIM primary: 12

What do the screens show for `c1ccc(C[C@H]2CNCCN2CC2CCCCC2)cc1`?
BCLXL inh: 3; CIT2-GFP yeast: 93; Yeast superoxide: 94; MEX-5 binding: 1.1; AGP1 TOR yeast: 83; GRK2 inh: 2; VLA-4 inh: 30; GLD-1 TGE inh: 1; MCL1 BIM primary: -1

How did COc1ccc(OCCN2CCN(C(=O)c3ccc(OC(F)F)c(OC)c3)CC2)cc1 do in these assays?
BCLXL inh: 2; CIT2-GFP yeast: 102; Yeast superoxide: 86; MEX-5 binding: 2.0; AGP1 TOR yeast: 108; GRK2 inh: 56*; VLA-4 inh: 1; GLD-1 TGE inh: 3; MCL1 BIM primary: -5
